HTR5A ag: HTR5A agonism, opioid heterodimer counter-screen; HTR5A agonist assay, luminescence, cell-based; activation, % at 9.3 µM; 340,000 compounds, 0.61% hits; in the data active = activation mostly above about 9.5%, no sharp cut-off; inactive = mostly below about 7.6%;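 note: 0% = cells with vehicle only and 100% = reference agonist; strong numbers were not always called active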
Target sequence (P47898 whole entry, looked up): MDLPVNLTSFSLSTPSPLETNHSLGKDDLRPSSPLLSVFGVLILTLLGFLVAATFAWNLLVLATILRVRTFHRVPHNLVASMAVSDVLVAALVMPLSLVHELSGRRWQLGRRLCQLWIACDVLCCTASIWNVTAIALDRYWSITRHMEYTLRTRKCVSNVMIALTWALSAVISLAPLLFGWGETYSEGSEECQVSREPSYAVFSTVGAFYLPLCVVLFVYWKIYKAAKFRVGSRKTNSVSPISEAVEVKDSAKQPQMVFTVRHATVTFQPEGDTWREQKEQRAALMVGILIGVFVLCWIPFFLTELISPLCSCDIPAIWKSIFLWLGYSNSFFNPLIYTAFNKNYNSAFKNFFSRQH
MOR-DOR ag: OPRM1-OPRD1 heterodimerization agonism; P35372+P41143; cells, luminescence; activation, % at 9.3 µM; 340,000 compounds, 0.3% hits; in the data active = activation above about 18%;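 note: 0% = vehicle-treated cells and 100% = reference agonist; values of inactives mirror those of a sister screen read the other way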
AddAB inh: less growth of phage-infected E. coli with AddAB; E. coli expressing H. pylori AddAB, absorbance growth; inhibition, % at 11.9 µM; 330,000 compounds, 0.29% hits; AID 435030; in the data active = inhibition above about 12%;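 note: 0% = vehicle wells of infected cells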
E coli growth: bacterial growth inhibition, counter-screen for AddAB inhibitors; E. coli V3065 growth, OD600 absorbance, 18 h; AID 449728; 330,000 compounds, 0.27% hits; inhibition, % at 11.9 µM;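 active = inhibition above the campaign's mean inhibition across all tested compounds plus 3 SD, cut at about 9.9% in these data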;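 note: uninfected addAB+ strain grown without phage in ampicillin broth; 0% = DMSO wells and 100% = ciprofloxacin 0.95 µg/ml wells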
Pemphigus Ab inh: inhibitors of pemphigus antibody binding to human desmoglein-3. P32926. DSG3-coupled beads, scFv-anti-DSG3-GFP binding, flow cytometry; active compounds read low. binding (percent of control), % at 10 µM. 310,000 compounds, 0.48% hits;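 active = binding more than 3 SD below its plate's average and above zero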;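 note: hits lower antibody fragment binding to DSG3; some compounds called inactive have numbers as strong as hits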
PfHsp90 yeast 2: inhibits growth of yeast expressing Plasmodium falciparum Hsp90; S. cerevisiae expressing PfHsp90, BacTiter-Glo ATP, 48 h; yeast lacking PDR1 and PDR3 efflux regulators; inhibition, % at 9.4 µM; 310,000 compounds, 0.32% hits;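 active = every replicate shows inhibition above about 80%, whatever the replicate mean, limit read from the data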;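 note: 0% = DMSO neutral controls and 100% = 20 µM radicicol positive controls; yeast relying on Plasmodium falciparum Hsp90 in place of its own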
phage Ecoli inh: E. coli growth loss with phage present. growth absorbance. inhibition, % at 11.9 µM. 360,000 compounds, 0.26% hits. AID 651602; in the data active = inhibition above about 11%
PKA-R1A act: PKA-R1A complex activation | PKA-R1A dissociation, Cy5-IP20 fluorescence polarization; scaled: DMSO 0%, 113 µM cGMP 100% | activation, % at 11.4 µM | 340,000 compounds, 0.083% hits | AID 504707;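 active = percent activation above the mean of all tested compounds plus 3 SD, cut at about 19% in these data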;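 note: higher means more PKAc released from R1A so a rise in polarization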
HTR5A inv ctr: inverse agonist of human HTR5A in OPRM1-OPRD1 counter-screen; P47898; HTR5A cell line, luminescence, inverse agonism; inhibition, % at 9.3 µM; 340,000 compounds, 0.083% hits; AID 504634; in the data active = inhibition mostly above about 23%, no sharp cut-off; inactive = mostly below about 18%;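 note: 0% = cells with DMSO and 100% = no-cell wells with DMSO; some compounds called inactive have numbers as strong as hits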
SUMO Mot1 rescue: SUMOylation pathway inhibition by Mot1-301 growth rescue. S. cerevisiae Mot1-301 growth rescue, ATP luminescence, 38.5C; percent above DMSO median, 100 means doubled. growth rescue, % at 18.8 µM. 320,000 compounds, 1% hits;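 active = every valid replicate shows activation above 250% relative to neutral control wells; inactive = the rest, any valid replicate at or below 250%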;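 note: OY570 slx delta 5 strain wells were the positive control but not used for scaling; some compounds called inactive have numbers as strong as hits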
OPRM1-OPRD1 inv: mu-delta opioid heterodimer inverse agonism; cell-based MOR-DOR heterodimer luminescence; inhibition, % at 9.3 µM; 340,000 compounds, 0.21% hits; AID 504357; in the data active = inhibition above about 22%, passing the limit was not always enough;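 note: 0% = cells with DMSO and 100% = wells without cells with DMSO; values of inactives mirror those of a sister screen read the other way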
* hit, by the source's call; nt = not tested or not shown.

The line under a structure holds: HTR5A ag	MOR-DOR ag	AddAB inh	E coli growth	Pemphigus Ab inh	PfHsp90 yeast 2	phage Ecoli inh	PKA-R1A act	HTR5A inv ctr	SUMO Mot1 rescue	OPRM1-OPRD1 inv
COc1ccccc1C(c1nnnn1C(C)C)N1CCN(C(=O)c2ccco2)CC1 (configuration not stated)
 : 1	0.6	1.0	-1.9	97	-23	0.2	-6	-4	81	-5
Cc1cc(/C=N/NC(=O)c2cccs2)c(C)n1-c1cnccn1
 : -6	-2.1	-1.3	-0.2	98	3	0.6	0	16	5	10
N#CC1(NC(=O)COc2ccc3ccc(=O)oc3c2)CCCCC1
 : 3	-0.6	-0.7	-1.0	99	nt	3.0	1	-7	159	4
O=C(Nc1ccc2c(c1)OCCO2)C1CCN(c2nnnn2-c2ccccc2)CC1
 : -3	-0.5	1.8	-0.2	113	nt	1.2	5	8	4	3
O=C(NN1C(=O)C2C3C=CC(C4CC34)C2C1=O)c1ccc(Cl)cc1 (configuration not stated)
 : -1	-0.1	2.9	-0.7	106	-9	-0.1	4	3	9	0
COc1cccc(NC(=O)C2(S(=O)(=O)c3ccc(Cl)cc3)CC2)c1
 : 2	-2.6	1.7	-0.1	96	-86	2.3	13	0	-6	13
S=C(Nc1ccccc1Cl)N(CCCN1CCOCC1)Cc1ccccn1
 : -1	-1.6	0.2	-1.2	103	-17	1.3	3	3	-16	8
C/C(=C/c1ccccc1)C(=O)N1CC(C)OC(C)C1 (configuration not stated)
 : -2	-3.2	1.0	1.3	97	-2	4.8	-6	4	4	16
O=C(Cn1cc(C(=S)N2CCOCC2)c2ccccc21)N1CCOCC1
 : 0	-0.6	3.6	0.5	nt	37	2.7	13	5	177	3
CCOC(=O)C1=C(c2ccccc2)NC(=O)NC1c1cc(Br)c(O)c(OC)c1 (configuration not stated)
 : -1	-1.5	-0.2	-0.8	114	18	0.3	-2	11	4	7
COc1ccccc1C(=O)NCC(=O)N/N=C/c1ccc([N+](=O)[O-])cc1
 : 2	-1.3	0.0	-0.8	84	-1	3.7	-2	5	5	8
C[C@@H]1Cc2c(O)c(O)cc(O)c2C(=O)O1
 : 0	2.8	4.4	-1.7	nt	-13	nt	1	-28	-13	-14
C=CCCCCc1nc2ccccc2c(=O)n1N
 : -6	-1.1	0.5	-1.3	113	-52	2.5	-11	15	-11	6
COc1cc(NC(=O)c2cccs2)c(C(=O)OCC(=O)c2cc(C)n(-c3ccc(F)cc3)c2C)cc1OC
 : 5	-3.7	0.5	-2.0	81	-1	3.1	-17	-14	-3	19
CC(=O)c1c(C)[n+]([O-])c2ccc3c(non3O)c12
 : -6	-4.2	0.9	0.8	100	8	3.3	7	19	nt	22
N#Cc1ccc(/C=C\c2nccc3c2[nH]c2ccccc23)cc1
 : 5	13	2.1	1.0	94	-49	0.6	2	-12	-19	-62
COc1ccc(CN(C)C(=O)Cn2ccsc2=N)cc1OC
 : -1	-3.6	1.1	0.5	111	44	1.7	-6	4	90	17
C=CCc1cc(Cl)ccc1OCCOCCNCCOC
 : 2	-2.1	3.4	2.5	84	-2	5.3	-1	12	11	11
Cn1c(=O)c2c(nc(N3CCOCC3)n2CCCNC2=NCCC2)n(C)c1=O
 : -1	-1.8	0.9	1.1	nt	44	1.2	-6	-20	1	8
COc1ccc(Br)cc1CN1C(=O)NC2(CCCCCC2)C1=O
 : -2	0.2	5.0	-1.1	107	-7	4.2	-5	-19	-10	-2
COc1ccc(NC(C)=O)cc1NC(=O)CCn1c(=O)sc2ccccc21
 : -1	-2.8	2.0	1.7	101	-3	1.4	3	2	-1	16
CCOc1ccc(NC(=O)[C@@H](NC(=O)OCc2ccccc2)[C@@H](C)CC)cc1
 : -3	-2.9	1.0	-2.7	100	-5	6.4	4	8	-16	18
Cc1ccc(NC(=O)CN(C)C(=O)C(C)N2CCN(Cc3ccccc3C)CC2)cc1 (configuration not stated)
 : -3	-1.2	-1.2	-0.3	nt	5	0.1	-4	6	4	5
N#Cc1cnc2nc(SCc3ccccc3)nn2c1
 : 3	0.5	-0.8	1.2	nt	25	-0.1	-6	-9	-4	-2
COCCn1c(C(C)C)nc2oc3ccccc3c(=O)c2c1=O
 : 1	-1.0	1.5	0.7	nt	-39	4.0	-6	-11	-6	6
Cc1ccc2nc(NC(=O)C3CCN(S(=O)(=O)c4cccc5nsnc45)CC3)sc2c1
 : 4	3.4	4.0	-0.9	nt	-17	3.3	-9	11	0	-17
Cc1cc(C)n2nc(C(=O)OCC(=O)N(C)Cc3ccccc3)nc2n1
 : -2	-1.3	-1.2	-1.4	101	nt	3.5	-1	5	-15	8
N#Cc1nc(Cc2ccccc2)oc1NCCc1ccccc1
 : -3	1.3	2.8	3.2	104	11	3.6	3	-6	-21	-7
CCOC(=O)c1sc2nc(CSc3ccccc3)nc(NCCN(C)C)c2c1C
 : -1	14	0.0	-4.5	116	nt	0.0	-3	-8	1	-69
CN1CCN(C(=O)CSc2nc(-c3ccncc3)ccc2C#N)CC1
 : 2	-1.4	0.3	-4.8	102	28	-1.2	-4	9	4	6
O=C(Cc1c(O)c2ccccc2[nH]c1=O)NC1CCCCCC1
 : 10	-1.9	0.4	1.7	93	7	2.9	-1	-27	328	11
Cc1ccc(S(=O)(=O)NCCC(=O)Nc2cccc(Cl)c2)cc1
 : -1	0.1	3.3	-0.9	96	-6	1.0	-11	17	12	-1
Cc1ccc(C=Nc2ccccc2C(N)=O)cc1
 : 3	-2.2	4.2	2.2	106	-13	6.3	-4	4	-11	11
CCOc1ccc(CN2CCSCC2)cc1
 : 3	-1.5	nt	nt	111	26	0.7	-10	-7	26	8
CCOc1nonc1C(=N)/C(C(C)=O)=C(\C)O
 : 16	-1.3	0.9	1.8	107	4	1.6	1	-44	11	7
COc1ccc(-n2cc(-c3ccccc3)c3c(N4CCOCC4)ncnc32)cc1
 : 4	11	0.3	0.0	73	1	0.9	-3	3	180	-49
CC1CCCCN1C(=O)c1cc(-c2ccc(Cl)c(Cl)c2)on1 (configuration not stated)
 : 2	2.5	3.6	2.1	105	-9	5.5	-5	-32	-1	-13
Cc1c(-c2ccnc3cc(C(=O)O)nn23)cnn1C
 : 3	-0.9	1.5	-1.8	96	3	4.8	2	-9	22	5
Nc1c2c(nc3c1CCCC3)CCCC2 (tested in a mixture with another compound)
 : -2	-3.8	1.5	3.1	108	9	3.7	-11	8	-13	19
CCn1c(=O)c(CCC(=O)N2CCOCC2)c(C)c2c(C)nn(-c3ccccc3)c21
 : -6	-2.2	1.8	-1.7	102	12	nt	-11	1	4	11
CCN(CC)c1ccc(/C=C(\C#N)C(N)=O)cc1
 : -5	-1.8	nt	nt	103	-6	4.7	-21	-13	nt	10
COc1cc(C2C(C#N)=C(N)OC3=C2C(=O)CC(C)(C)C3)c([N+](=O)[O-])cc1OC (configuration not stated)
 : 1	1.4	0.3	0.5	104	nt	4.1	14	1	-3	-8
O=S(=O)(NCCc1c[nH]c2ccccc12)c1ccc(F)cc1
 : 4	0.1	nt	nt	118	4	1.3	-3	-16	nt	-1
c1ccc(-n2c(Cc3cn4ccsc4n3)nnc2N2CCOCC2)cc1
 : 6	-0.6	0.8	-0.1	96	9	1.1	-10	-12	-24	3
CCCCN1C(=O)C(=O)N(CC(=O)Nc2sc(C)c(CC)c2C(=O)OCC)C1=O
 : 6	4.0	1.0	0.6	nt	-20	0.4	-2	-17	-8	-26
O=C(Nc1cc(N2CCOCC2)ncn1)NC1(C(F)(F)F)Oc2ccccc2O1
 : 10	-0.6	-1.0	-0.2	100	-5	-0.9	-4	-28	58	3
COc1ccc(OC)c2[nH]c(=O)c(CCNC(=O)c3ccc(S(=O)(=O)N(C)C)cc3)cc12
 : 10	-1.7	3.8	0.4	107	6	1.2	2	-27	15	8
O=C(Oc1ccccc1C(=O)N1CCOCC1)c1ccc(Br)cc1
 : 10	-2.5	2.0	3.7	106	nt	1.1	-6	-24	-18	12
Cc1nc2ccccc2c(=O)n1/N=C/c1ccccc1F
 : -3	-1.7	-2.6	-1.1	99	13	1.4	12	9	344	8
CC1(C)Cc2ccccc2-c2nnc(-c3ccccc3)n21
 : -2	-2.9	0.0	0.4	102	nt	2.3	10	5	-26	14
CCSc1nnc(NC(=O)CSc2nc3c(c(=O)n2-c2ccccc2)SCC3)s1
 : -5	-2.8	-1.4	0.5	98	9	4.1	13	18	5	15
Cc1ccc(N2CCN(C(=O)CNS(=O)(=O)c3ccc(Br)s3)CC2C)cc1 (configuration not stated)
 : -2	0.1	4.2	1.5	104	-4	1.8	-8	6	-5	0
O=c1c2cnn(-c3ccccc3)c2nc(-c2ccco2)n1-c1ccccc1
 : -1	0.9	2.6	-0.2	103	-19	1.9	9	2	-12	-5
O=C(CSS(=O)(=O)O)N1CCN(C(=O)c2ccoc2)CC1
 : 5	-2.3	1.9	0.2	108	-7	2.2	-13	-16	2	11
Brc1ccc(-c2cn3nc4c(nc3n2)CCCC4)cc1
 : -1	0.0	2.6	-0.5	108	nt	-1.2	1	1	-4	0
CCC(NC(=O)Cc1c(C)c2cc3c(cc2oc1=O)OC(C)(C)CC3)C(=O)O (configuration not stated)
 : -1	-1.5	-1.3	0.5	100	4	1.1	2	4	-17	9
CN(CC1COc2ccccc2O1)C(=S)Nc1ccccc1F (configuration not stated)
 : -1	-0.7	2.3	1.0	98	12	1.5	4	3	-23	3
COc1ccc(C(=O)O)cc1NC(=S)NC(=O)C(c1ccccc1)c1ccccc1
 : 3	-0.2	1.6	-2.8	105	16	2.1	9	15	0	1
CCc1ccc(N=C2NC(=O)/C(=C/c3ccc(OCC(=O)O)c(OC)c3)S2)cc1
 : 1	-2.8	nt	nt	110	-5	-0.5	-13	-15	nt	14
COc1ccc(CNC(=O)C(=O)NCC2CCCN2S(=O)(=O)c2ccccc2)cc1 (configuration not stated)
 : 0	-1.7	-0.2	-0.3	117	-29	1.8	2	-1	-15	11

(more compounds)
The line under a structure holds: HTR5A ag	MOR-DOR ag	AddAB inh	E coli growth	Pemphigus Ab inh	PfHsp90 yeast 2	phage Ecoli inh	PKA-R1A act	HTR5A inv ctr	SUMO Mot1 rescue	OPRM1-OPRD1 inv
COc1ccc(C(=O)Nn2cnc3ccccc3c2=O)cc1[N+](=O)[O-]
 : 1	-2.4	1.4	3.1	94	3	-0.7	5	-5	-14	14
O=C(C[C@@H]1C/C=C\CCCC(=O)OC[C@@H]2CCCN2C1=O)N[C@@H](CO)Cc1ccccc1
 : -2	-0.4	-0.9	-1.6	98	-6	2.7	-11	-17	-9	3
C=COCCn1c(-c2nonc2N)nc2ccccc21
 : 7	1.1	1.9	1.7	108	-37	0.0	-9	-20	25	-6
O=C(COc1ncnc2sccc12)N1CCN(c2ccccc2)CC1
 : 7	-1.2	-0.7	0.2	92	8	-1.1	-9	-17	168	6
C/C(=N\O)C(=O)NCc1ccncc1
 : -1	-2.9	3.5	0.0	110	-26	2.2	9	9	1	12
N#Cc1nc(COc2ccc(Cl)cc2)oc1N1CCCC1
 : -3	-0.4	4.3	-0.2	94	6	1.3	-7	-6	284	2
Cc1cccc(NC(=O)/C(=C\c2ccco2)NC(=O)c2ccccc2)c1
 : -1	-3.2	0.3	2.7	nt	nt	0.2	4	3	-7	16

Screening results deposited in PubChem by several laboratories.
